# From PubChem
# TAAR1 antag: human TAAR1 antagonism. 1.5% of 360,000 active. CHO RD-HGA16 TAAR1, Fluo-8 calcium fluorescence, antagonist. inhibition, % at 3 µM;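 active means inhibition above a per-plate cutoff, the mean inhibition of test compounds on that plate plus 3 SD, cut at about 49% in these data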;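 further: 0% = DMSO plus EC80 beta-PEA response and 100% = DMSO alone without agonist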
#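 System: CHO RD-HGA16 cells bearing hTAAR1. Reagent: EC80 β-phenethylamine stimulus. Schedule: seeding 17-24 h prior, 75-min 37 °C, 30-min RT dye loading. Signal: Fluo-8 intracellular calcium dye fluorescence, real-time kinetic reads. Read-out: % inhibition from peak post-agonist over basal fluorescence ratio. Benchmarks: vehicle wells and EC80 agonist wells. Replicates: n of 1.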
# TAAR1 ag: agonists of human TAAR1; 0.99% of 360,000 active; activation, % at 3 µM; AID 624467; CHO RD-HGA16 TAAR1, Fluo-8 calcium fluorescence; vehicle wells 0%, saturating PEA agonist 100%; Q96RJ0;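 active means activation above the mean activation of all test compounds in the run plus 3 SD, cut at about 38% in these data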
#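 Repeats: no replicates (n 1) | Material: CHO-derived RD-HGA16 cells with stable Gα16 and human TAAR1 | Technique: Kinetic Fluo-8 calcium fluorescence | Schedule: 17-24 h seeding, 75 min 37 °C dye, 30 min RT | Evaluation: % activation from peak over basal fluorescence ratio, DMSO-to-PEA scaled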
# CHO-K1 Ca ag: M1 agonist counterscreen hit in parental CHO-K1 cells; Fluo-8 calcium fluorescence; scaled to maximal ATP response, vehicle zero; activation, % at 3 µM; 0.48% of 360,000 active; AID 602248; in the data active means activation above about 15%;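 further: untransfected CHO-K1 host cells lacking M1 receptor as counterscreen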
# V1R ag counter: activates human V1a receptor in oxytocin agonist counter-screen; 0.25% of 320,000 active; P37288; CHO-V1R cells, Fluo-8 calcium fluorescence, agonist mode; 0% DMSO, 100% 3 nM vasopressin; activation, % at 3 µM;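 active means activation above the mean activation of all tested compounds plus 3 SD, per screening run, cut at about 20% in these data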;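 further: signal is peak over basal fluorescence ratio across a 100 second FLIPR read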
# Target sequence (P37288 whole entry, looked up): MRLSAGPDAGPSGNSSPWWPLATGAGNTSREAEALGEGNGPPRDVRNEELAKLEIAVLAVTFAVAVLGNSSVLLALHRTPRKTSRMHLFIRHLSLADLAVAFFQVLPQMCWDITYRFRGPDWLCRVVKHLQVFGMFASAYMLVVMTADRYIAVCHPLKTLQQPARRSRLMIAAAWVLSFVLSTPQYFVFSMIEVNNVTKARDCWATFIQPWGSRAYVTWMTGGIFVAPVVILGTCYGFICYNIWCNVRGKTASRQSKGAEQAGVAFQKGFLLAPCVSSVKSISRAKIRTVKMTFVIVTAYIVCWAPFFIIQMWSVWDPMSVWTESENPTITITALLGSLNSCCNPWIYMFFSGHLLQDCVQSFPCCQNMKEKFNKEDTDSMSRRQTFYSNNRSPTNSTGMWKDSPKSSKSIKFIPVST
# CHRM1 agonist: activates human CHRM1 receptor | P11229 | CHO-K1 hM1, Fluo-8 calcium fluorescence, agonist mode; 0% DMSO, 100% acetylcholine EC100 | activation, % at 3 µM | 0.33% of 360,000 active;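 active means activation above the run's mean compound activation plus 3 SD, cut at about 16% in these data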;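 further: peak over basal fluorescence ratio within a 140 s kinetic read after compound addition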
# Target sequence (P11229 whole entry, looked up): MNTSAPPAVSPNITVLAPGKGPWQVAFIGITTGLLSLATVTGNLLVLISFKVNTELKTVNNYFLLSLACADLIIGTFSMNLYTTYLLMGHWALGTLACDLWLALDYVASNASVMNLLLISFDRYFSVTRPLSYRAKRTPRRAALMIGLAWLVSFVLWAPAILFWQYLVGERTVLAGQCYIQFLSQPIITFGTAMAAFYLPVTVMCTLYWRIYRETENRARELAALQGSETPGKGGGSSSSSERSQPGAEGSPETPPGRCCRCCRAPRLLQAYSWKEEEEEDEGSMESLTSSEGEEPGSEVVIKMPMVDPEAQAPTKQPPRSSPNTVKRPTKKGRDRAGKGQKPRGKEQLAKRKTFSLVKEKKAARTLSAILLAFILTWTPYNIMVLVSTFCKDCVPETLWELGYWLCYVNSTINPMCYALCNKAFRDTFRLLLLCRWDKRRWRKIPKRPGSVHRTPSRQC
# OXTR potentiate: potentiators of human oxytocin receptor; 0.061% of 320,000 active; activation, % at 3 µM; CHO-OTR cells, Fluo-8 calcium fluorescence, potentiator mode; 0% = oxytocin EC15, 100% = EC100; P30559;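 active means activation above that plate's cutoff, the mean activation of tested compounds plus 3 SD, cut at about 6.6% in these data, passing the limit was not always enough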;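 further: 100% uses oxytocin at 75 nM as the full agonist control; some results filed as inactive read as strong as hits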
#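 System: human OTR in CHO cells; Also added: sub-maximal oxytocin, roughly EC15; Timing: compound 6 min at room temperature before oxytocin, 100 s read; Technique: Fluo-8 intracellular calcium fluorescence, ex 470-495, em 515-575 nm; Controls: oxytocin EC15 low and EC100 high; Replication: singlicate.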
# CHO parental Ca: signal in parental CHO cells, OX1R antagonist counter-screen | parental CHO-K1, ATP-induced calcium, Fluo-8 fluorescence | inhibition, % at 5.6 µM | 0.63% of 330,000 active | AID 463079;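 active means inhibition above that plate's mean sample inhibition plus 3 SD, cut at about 26% in these data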;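 further: 0% = ATP-challenged DMSO wells and 100% = DMSO wells without ATP; some compounds past the cut are filed as inactive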
#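 Material – parental CHO cells · Reagent – ATP stimulus · Compound – single nominal dose of 5.6 µM per compound · Detection – Fluo-8 fluorescence · Read-out basis – percent inhibition of calcium signal · Controls – ATP-challenged DMSO wells low, unchallenged DMSO wells high · Repeats – no replicates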
# CHO-K1 Ca antag: nonselective inhibitor or artifact in parental CHO-K1 cells; ATP-induced calcium, Fluo-8 fluorescence; inhibition, % at 3 µM; 0.6% of 360,000 active;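 active means inhibition above a per-plate cutoff, the plate's mean sample inhibition plus 3 SD, cut at about 24% in these data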;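 further: 0% = DMSO plus EC80 ATP and 100% = DMSO alone without ATP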
# M1 PAM parental: counter-screen for M1 PAMs: effect in parental CHO-K1 cells | 0.02% of 360,000 active | activation, % at 3 µM | ATP EC20, Fluo-8 calcium fluorescence; 0% at ATP EC20, 100% at ATP max;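 active means activation above the run cutoff, the mean activation of all test compounds plus 3 SD, cut at about 40% in these data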;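 further: peak over basal fluorescence ratio in a 140 s read after ATP addition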
# An asterisk follows results filed as active; . = no result given.
# The first 4 entries as a preview:
Structure	TAAR1 antag	TAAR1 ag	CHO-K1 Ca ag	V1R ag counter	CHRM1 agonist	OXTR potentiate	CHO parental Ca	CHO-K1 Ca antag	M1 PAM parental
Cc1cc(C)n2nc(N)c(N=Nc3ccccc3)c2n1	10	0	0.3	-1.0	-3	-1	-16	10	-21
COc1ccc2oc(C(=O)c3ccccc3)c(NC(=O)CN3CCN(C)CC3)c2c1	-1	1	0.2	0.7	-5	-13	-21	-5	17
CCOC(=O)C1CCN(C(=O)CN(c2ccc(Cl)c(C(F)(F)F)c2)S(C)(=O)=O)CC1	-8	6	-0.1	1.3	-2	-4	-23	0	-5
O=C(NCC1CCCO1)c1ccc(S(=O)(=O)N2CCC(c3nc4ccc(Cl)cc4[nH]3)CC2)cc1 (configuration not stated)	18	5	1.3	0.1	-8	-7	-20	-18	19

# Main list, repeating the preview:
Structure	TAAR1 antag	TAAR1 ag	CHO-K1 Ca ag	V1R ag counter	CHRM1 agonist	OXTR potentiate	CHO parental Ca	CHO-K1 Ca antag	M1 PAM parental
Cc1cc(C)n2nc(N)c(N=Nc3ccccc3)c2n1	10	0	0.3	-1.0	-3	-1	-16	10	-21
COc1ccc2oc(C(=O)c3ccccc3)c(NC(=O)CN3CCN(C)CC3)c2c1	-1	1	0.2	0.7	-5	-13	-21	-5	17
CCOC(=O)C1CCN(C(=O)CN(c2ccc(Cl)c(C(F)(F)F)c2)S(C)(=O)=O)CC1	-8	6	-0.1	1.3	-2	-4	-23	0	-5
O=C(NCC1CCCO1)c1ccc(S(=O)(=O)N2CCC(c3nc4ccc(Cl)cc4[nH]3)CC2)cc1 (configuration not stated)	18	5	1.3	0.1	-8	-7	-20	-18	19
CCC12C(=O)C(CC)(C(c3ccccc3)=C1c1ccccc1)[C@@H]1C(=O)N(c3ccc(C)cc3)C(=O)C12 (some centres not stated)	-16	0	0.4	0.7	-3	-9	2	-4	13
CC1=C(C(=O)Nc2ccc(C(=O)NC(C)c3ccccc3)cc2)SCCO1 (configuration not stated)	-6	2	0.0	-0.4	-2	-6	-2	1	11
O=C(/C=C/c1cc2ccccc2o1)c1ccccc1O	-27	2	0.2	-0.8	-4	-6	-14	-13	15
COC(=O)CCCCC1SCC(NC(=O)c2ccccc2)C1OC(C)=O (configuration not stated)	6	9	0.4	0.3	1	-5	-5	4	-11
CC(C)(C)S(=O)(=O)/C(C#N)=C/c1cccn1S(=O)(=O)c1ccccc1	-33	1	0.8	.	-3	.	.	-11	16
N/C(=N\OC(=O)CCc1ccccc1)c1cccnc1	2	-1	-0.1	0.9	1	-9	0	10	-3
COc1ccc(-c2nnc(SCC(=O)c3ccc4c(c3)OCCO4)o2)cc1	6	2	.	0.7	.	-3	-4	.	.
CCCSc1nsc(NC(=O)C(c2ccccc2)c2ccccc2)n1	.	.	0.1	1.0	-4	-23	-3	17	5
Cc1nn(C)cc1C1C2=C(CC(C)(C)CC2=O)N(c2ccccc2)C2=C1C(=O)CC(C)(C)C2	-16	11	0.3	-0.2	-1	-6	-32	18	-8
COc1ccc(CCNC(=O)c2ccccc2NS(=O)(=O)c2cc(C(=O)O)ccc2OC)cc1	46	9	5.0	-0.4	-2	-7	-22	-2	13
CC(C)OCCCn1c(SC(C)C(=O)NCC2CCCO2)nc2cc(Cl)ccc2c1=O (configuration not stated)	-6	-1	0.6	-1.3	-2	-6	-41	0	13
CC(C)NC(=O)c1csc(COCCO)n1	-9	2	0.7	.	0	.	.	-11	19

# Five consecutive entries out of the list so far, quoted:
Structure	TAAR1 antag	TAAR1 ag	CHO-K1 Ca ag	V1R ag counter	CHRM1 agonist	OXTR potentiate	CHO parental Ca	CHO-K1 Ca antag	M1 PAM parental
COc1ccc(-c2nnc(SCC(=O)c3ccc4c(c3)OCCO4)o2)cc1	6	2	.	0.7	.	-3	-4	.	.
CCCSc1nsc(NC(=O)C(c2ccccc2)c2ccccc2)n1	.	.	0.1	1.0	-4	-23	-3	17	5
Cc1nn(C)cc1C1C2=C(CC(C)(C)CC2=O)N(c2ccccc2)C2=C1C(=O)CC(C)(C)C2	-16	11	0.3	-0.2	-1	-6	-32	18	-8
COc1ccc(CCNC(=O)c2ccccc2NS(=O)(=O)c2cc(C(=O)O)ccc2OC)cc1	46	9	5.0	-0.4	-2	-7	-22	-2	13
CC(C)OCCCn1c(SC(C)C(=O)NCC2CCCO2)nc2cc(Cl)ccc2c1=O (configuration not stated)	-6	-1	0.6	-1.3	-2	-6	-41	0	13

# Next compounds follow:
Structure	TAAR1 antag	TAAR1 ag	CHO-K1 Ca ag	V1R ag counter	CHRM1 agonist	OXTR potentiate	CHO parental Ca	CHO-K1 Ca antag	M1 PAM parental
CCOc1ccc(NC(=O)N(CCN(C)C)C(C)c2cccnc2)cc1 (configuration not stated)	-2	-3	3.1	0.2	0	1	-10	-13	6
CCN(CC)C(=O)Cn1ncc2c1-c1ccccc1OC2	-14	2	0.3	0.7	1	4	-6	7	-6
CCCCCc1nnc(NC(=O)Cn2cnc3ccccc3c2=O)s1	-17	0	0.2	1.1	-5	0	-14	-7	14
Cc1ccc(NC2CCCN(C(=O)CCC3=NNC(=O)CC3)C2)cc1C (configuration not stated)	-32	3	0.5	-0.3	9	-2	17	10	-16
COc1ccc(CN([C@H](C)CO)S(=O)(=O)N(Cc2ccccc2)[C@H](CO)C(C)C)cc1	32	17	1.3	-1.2	-4	-8	-20	-16	7
COCCNC(=O)C1(C)CCN(C(=O)c2cc(C(C)(C)C)nn2C)C1 (configuration not stated)	1	0	-0.1	.	-2	.	.	-2	4
O=C(CSCc1ccc([N+](=O)[O-])cc1)NC1CC2CCC1C2 (configuration not stated)	-5	0	2.6	0.4	-7	2	-12	-5	16
Cc1nnnn1-c1cccc(C(=O)O)c1	-2	1	0.5	-0.4	-3	-2	3	-34	17
CCOc1cc(NC(=S)NCCCN2CCOCC2)c(OCC)cc1NC(=O)CC(C)C	8	12	0.3	-0.1	-6	-6	-5	-7	17
CCC(C)c1ccc(NC(=S)NN2CCOCC2)cc1 (configuration not stated)	-13	0	-0.1	1.8	-3	-7	-4	16	-11
CCCn1c(=O)c2c(ncn2C)n(CCC)c1=O	-14	2	0.3	0.3	-2	-1	-1	-5	5
CC(C)c1ccccc1NS(=O)(=O)c1cccs1	-1	5	-0.3	0.3	-3	-6	-4	-11	-14
Cc1ccc(NCC(=O)N/N=C/c2cc3ccccc3nc2Cl)cc1	-5	6	0.5	0.4	-2	-12	-21	-5	7
O=C(NC(c1ccc(-c2ccccc2)cc1)c1cnccn1)C1CCN(Cc2ccc(Cl)c(Cl)c2)CC1 (configuration not stated)	34	3	0.8	.	-4	.	.	-1	4
O=C(c1ccc(-c2ccccc2Cl)o1)N1CCC1	-13	-1	0.7	.	-5	.	.	-7	15
O=C(CN(Cc1ccccc1)C(=O)CSc1nnc(COc2ccccc2)o1)NC1CCCC1	9	3	-0.3	-0.4	1	-10	-12	-12	14
COc1ccc(CCNC2=CC(=O)CC(C)(C)C2)cc1	-20	4	0.3	1.4	-3	1	-8	-5	8
COc1ccc2[nH]c3c(c2c1)CCN1C(=O)C(CC(=O)NCc2ccc(OC)c(OC)c2)C[C@H](C(=O)N2CCCCC2)[C@@]31CCc1ccccc1 (some centres not stated)	-19	2	0.5	.	-2	.	-23	-28	26
N#Cc1c(SCc2cccc(Cl)c2)sc(C(=O)c2ccccc2)c1N	13	11	-0.4	1.1	-2	-14	-20	-4	8
CCC(C(=O)NC1CCCC1)N(C(=O)c1snc(C(N)=O)c1N)c1ccc2c(c1)OCCO2 (configuration not stated)	.	.	-0.1	-1.2	-6	-6	-18	-4	-4
O=c1[nH]c(CSc2ncccn2)nc2c1cnn2-c1ccccc1	14	1	2.4	5.1	-2	-16	-11	-10	1
COc1ccccc1NC(=O)c1ccc(CN2CCOCC2)cc1	-5	-2	-0.2	1.9	-5	3	-24	5	-6
O=C(OCCOc1cccc(Cl)c1)c1ccc2ncsc2c1	-1	-1	3.4	2.3	-4	-3	-16	-16	29
O=S(=O)(Nc1cccc(-c2ccc(N3CCCCCC3)nn2)c1)c1cccc(F)c1	-21	-1	0.7	-0.3	-5	-7	1	-9	13
CCOC(=O)N1CCN(C(=O)c2c(N)no[n+]2[O-])CC1	.	.	0.9	0.2	-5	-4	1	-15	17
Cc1ccc(C2=Nc3ccccc3SC(c3cccc([N+](=O)[O-])c3)C2)cc1 (configuration not stated)	-4	3	3.9	-1.7	-7	-4	-10	-14	20
Nn1c(SCc2c(F)cccc2F)nnc1-c1ccccn1	1	1	8.6	-2.0	-3	-14	-3	4	3
CC(=O)NC1C(=O)N=C(SCC(=O)Nc2c(C)cccc2C)NC1=O (configuration not stated)	-21	1	0.8	0.4	-4	-7	9	-6	5
Cc1noc(C)c1NC(=O)Nc1ccc2c(c1)C(=O)N([C@H](C)CO)C[C@H](C)[C@@H](CN(C)S(=O)(=O)c1c(C)noc1C)O2	12	13	0.1	0.4	0	-5	5	-19	15
CN(C)CCN(CC1CCCN(Cc2ccccc2F)C1)C(=O)c1ccc(F)cc1 (configuration not stated)	10	0	0.1	1.3	-9	0	-18	-7	-2
CCCN(CC(=O)Nc1ccc(F)c(F)c1F)C(=O)c1ccc(=O)n(Cc2ccccc2)n1	-11	1	1.1	0.1	-1	-9	-2	0	-15
CC(NC(=O)Cc1ccccc1)c1nc2ccccc2[nH]1 (configuration not stated)	-22	3	0.1	0.4	-3	-2	-5	-8	8
COc1ccc2c(c1)CCc1cn3ncc(C#N)c3nc1-2	19	-3	7.3	-0.9	-6	2	-22	-5	17
O=C(Nc1cccc(Cl)c1)c1cncn1-c1ccc(F)cc1	-1	0	2.4	5.6	-2	-11	-7	-25	15
CCn1c(SCC(=O)N/N=C\c2ccccc2OCC(=O)O)nnc1-c1ccc(Cl)cc1	-12	0	0.4	0.2	-5	7	0	-12	16
N#C/C(=C\c1ccc(N2CCOCC2)o1)C(=O)NC1CCCCC1	13	8	16*	15	15	-8	-1	0	12
COc1cccc(NC(=O)CCCOc2cc(=O)n(C)c3ccccc23)c1	9	3	0.9	-0.4	-4	-11	-6	-8	18

# This is a random part of the collection (roughly 3.3% active in at least one column).
